MRP-1 activ: MRP-1 activation. H69AR cells + doxorubicin, viability rescue, CellTiter-Glo. viability increase, % at 10 µM. 140,000 compounds, 0.61% hits. AID 799;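 active means viability gain under doxorubicin at or above a set limit, the compound median plus 3 SD, cut at about 4.7% in these data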;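 further: MRP-1 overexpressing cells given doxorubicin 25 µM after compound pretreatment; 18-22 h compound pretreatment then 72 h with doxorubicin before readout; 0% = doxorubicin-only wells and 100% = vehicle-treated cells without doxorubicin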
Phagocyt inh: macrophage phagocytosis inhibition | J774A.1 macrophage IgG-bead phagocytosis, imaging | inhibition, % at 5 µM | 110,000 compounds, 0.07% hits | AID 1029;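 active means inhibition above the mean of the plate negative controls plus 5 SD, cut at about 13% in these data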;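 further: phagocytic index as fraction of beads internalized from green versus red external bead signal; plate controls were DMSO negative control for no effect and cytochalasin-D positive control for full effect; some results beyond the cut were filed as inactive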
NPY Y2 blocker: blocks the human neuropeptide Y Y2 receptor. NPY-Y2 expressing cells, antagonist mode. inhibition, % at 2.7 µM. 140,000 compounds, 0.99% hits; in the data active means inhibition above about 17%;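 further: 0% = vehicle with agonist challenge and 100% = reference antagonist with challenge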
Target sequence (P49146 whole entry, looked up): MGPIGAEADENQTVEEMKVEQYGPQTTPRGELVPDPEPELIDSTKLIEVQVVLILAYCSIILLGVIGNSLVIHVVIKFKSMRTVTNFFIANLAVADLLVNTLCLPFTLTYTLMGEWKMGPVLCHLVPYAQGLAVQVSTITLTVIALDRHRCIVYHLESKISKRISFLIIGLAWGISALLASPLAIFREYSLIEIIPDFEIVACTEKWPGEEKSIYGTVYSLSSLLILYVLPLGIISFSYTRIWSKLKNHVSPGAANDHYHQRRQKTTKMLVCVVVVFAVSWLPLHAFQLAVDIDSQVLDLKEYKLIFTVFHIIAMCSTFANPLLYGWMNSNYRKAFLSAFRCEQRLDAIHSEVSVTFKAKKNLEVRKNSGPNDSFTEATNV
Measles CPE: protection of cells from measles virus | Measles virus-infected cells, CPE protection, absorbance | protection (pct of control), % at 4 µM | 140,000 compounds, 1.5% hits; in the data active means protection mostly above about 24%, no sharp cut-off; inactive means mostly below about 26%; further: some compounds called inactive have numbers as strong as hits
E-sel TNF inh: TNF alpha driven E-selectin expression inhibition. inhibition, % at 2 µM. 120,000 compounds, 0.71% hits. HUVEC TNFa-induced E-selectin immunofluorescence, high content;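 active means inhibition above the batch mean plus 3 SD, and confirmed as a hit on visual image review, cut at about 43% in these data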;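 further: 0% = TNF-stimulated DMSO wells and 100% = unstimulated control wells; not every result past the cut was called active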
GALR2 blocker: antagonists of human galanin receptor 2 (GALR2); O43603; GALR2-expressing cells, antagonist mode; inhibition, % at 4 µM; 140,000 compounds, 0.39% hits; AID 828; in the data active means inhibition above about 27%;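 further: cells stimulated with galanin 1-16 at roughly its EC80; 0% = agonist challenge control and 100% = basal control without agonist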
Target sequence (O43603 whole entry, looked up): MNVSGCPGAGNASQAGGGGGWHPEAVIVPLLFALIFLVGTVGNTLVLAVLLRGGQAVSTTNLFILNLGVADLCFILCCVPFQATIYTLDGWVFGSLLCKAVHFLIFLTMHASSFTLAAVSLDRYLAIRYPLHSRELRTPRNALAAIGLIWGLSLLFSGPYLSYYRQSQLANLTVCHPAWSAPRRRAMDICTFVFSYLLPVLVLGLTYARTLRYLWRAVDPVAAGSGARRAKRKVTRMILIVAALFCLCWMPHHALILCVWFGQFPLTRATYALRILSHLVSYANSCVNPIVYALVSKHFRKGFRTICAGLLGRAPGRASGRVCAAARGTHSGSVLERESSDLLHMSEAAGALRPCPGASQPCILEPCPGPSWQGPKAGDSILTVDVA
BB579 growth dn: reduces growth of yeast BB579 in restrictive medium; S. cerevisiae BB579 growth, OD615, 48 h; 140,000 compounds, 0.51% hits; inhibition, % at 10 µM;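 active means inhibition above a set limit, 3 SD over the mean compound inhibition, cut at about 44% in these data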; further: inactives centre near -24
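Assay system: S. cerevisiae DeaD strain BB579 yeast. Medium: CSMM-D restrictive synthetic medium containing dextrose (glucose). Times: 4 h cell preincubation, 48 h compound exposure, 30 °C humidified. Signal: OD615 turbidity measurement. Benchmarks: positive control amphotericin B 10 µg/mL.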
HCT116 bCat-KO: beta-catenin-lacking colon tumor cell growth suppression; 140,000 compounds, 1.5% hits; HCT116 beta-catenin knockout viability, CellTiter-Glo, 60 h; stronger effect = lower value; viability, % at 10 µM; AID 818;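 active means viability at or under a set limit, the compound median less 4 SD, cut at about 6% in these data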;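 further: 0% = Hyamine 1622 control at 20 µM and 100% = untreated cell control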
HCT116 PTEN-null: PTEN-deleted cell growth suppression; 140,000 compounds, 1.2% hits; viability, % at 10 µM; HCT116 PTEN-null viability, CellTiter-Glo, 60 h; stronger effect = lower value;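 active means viability at or below a set limit, 4 SD under the median of all tested compounds, cut at about 3.7% in these data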;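 further: PTEN knockout HCT116 line with beta catenin targeted HCT116 as companion control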
Yeast lifespan up: extends the lifespan of yeast | S. cerevisiae growth with nicotinamide, OD615; deaD strain in restrictive glucose medium | inhibition of the nicotinamide effect, % at 10 µM | 130,000 compounds, 0.68% hits;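 active means inhibition above a set limit, placed 3 SD over the median of all compounds, cut at about 26% in these data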;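 further: 0% = nicotinamide-treated wells and 100% = cells grown without nicotinamide; some compounds called inactive have numbers as strong as hits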
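assay system = DeaD-strain S. cerevisiae | measured by = absorbance at 615 nm | probe or stimulus = nicotinamide 1.5 mM | buffer or medium = CSMM-D glucose medium, restrictive | times = 48 h at 30 °C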
* hit, by the source's call; nt = not tested or not shown.

No.	mol	MRP-1 activ	Phagocyt inh	NPY Y2 blocker	Measles CPE	E-sel TNF inh	GALR2 blocker	BB579 growth dn	HCT116 bCat-KO	HCT116 PTEN-null	Yeast lifespan up
1	COc1ccc(/C=C/C(=O)OC(C)CN2CCOCC2)cc1 (centres undefined)	-3.1	2	0	4	19	-1	-43	82	82	-13
2	O=C(CN(C(=O)C1CSC(=O)C1)c1ccccc1F)NCc1ccc2c(c1)OCO2 (centres undefined)	-1.0	-3	2	63*	-4	17	-33	90	96	-9
3	O=C(Cn1cnc2ccccc2c1=O)NCC(=O)N1CCN(c2ccccn2)CC1	-1.9	-4	0	11	1	5	-15	94	107	2
4	CC(C)[C@H](Nc1ccc(S(=O)(=O)N2CCOCC2)cc1[N+](=O)[O-])C(=O)OCC(N)=O	-2.8	-3	2	7	-9	10	-19	103	102	-1
5	CCCCN(CC)S(=O)(=O)c1ccc2c(c1)CCCN2C(C)=O	-0.4	-1	3	13	3	9	-28	72	70	0
6	O=C(COc1ccc(S(=O)(=O)NC2CCCCC2)cc1Cl)N1CCN(c2ccccc2)CC1	-0.7	0	-4	8	14	-7	-25	84	76	1
7	Cc1ccc(/C(N)=N/OC(=O)Cc2cccs2)cc1	0.1	-2	4	4	41	-1	-12	99	90	-23
8	O=C(CCCC1=NS(=O)(=O)c2ccccc2N1)N1CCN(c2ccccc2)CC1	-0.6	3	3	6	-31	-2	-6	93	93	-11
9	CC(C)C[C@@H]1NC(=O)[C@H](CO)NC(=O)c2cc([N+](=O)[O-])cc(I)c2OCC[C@@H](C(N)=O)NC1=O	-1.2	nt	1	4	-24	2	-37	97	100	2
10	CC(C)OC(=O)C1C(=O)CC(C)(O)C(C(=O)OC(C)C)C1c1cccc(O)c1 (centres undefined)	-0.8	-1	2	31	nt	0	12	98	105	-1
11	CN(C)S(=O)(=O)c1ccc(NC(=O)CSc2ncnc3ccccc23)cc1	-2.5	-6	0	11	nt	-7	-40	88	87	-3
12	O=C(Nc1cccc2ccccc12)C12CC3CC(C1)CC(n1cnc([N+](=O)[O-])n1)(C3)C2	-4.2	nt	-1	22	-8	-4	-26	18	15	-5
13	COc1ccc(C(C#N)Nc2ccccc2OC)cc1 (centres undefined)	-3.6	-1	-2	3	-11	-2	9	89	97	-5
14	COc1ccc(C(Nc2ccccn2)c2c(NC(=O)c3ccco3)sc(C)c2C)cc1 (centres undefined)	-1.3	-10	-1	42	nt	-6	-17	75	77	-2
15	Nc1nc(N)nc(-c2ccc(Oc3ccccc3)cc2)n1	-3.6	0	-2	4	18	6	-10	90	82	-4
16	CCCCn1c(NCCN(C)C)nc2c1c(=O)[nH]c(=O)n2C	-1.2	0	-2	15	nt	-2	-16	96	95	0
17	O=C(COC(=O)c1ccccn1)Nc1ncc(C(F)(F)F)cc1Cl	0.6	3	1	23	-5	4	-12	100	100	-11
18	Cc1nn(Cc2ccc(Cl)cc2Cl)c(C)c1NC(=O)c1sc2ccccc2c1Cl	-4.5	0	0	9	-10	4	-40	92	86	-16
19	CCOC(=O)c1c(C)oc2c1c1c(c3ccccc32)OCN(Cc2cccnc2)C1	-6.4	-1	6	23	-4	-5	-16	60	67	-23
20	CC(Oc1ccc(Cl)cc1Cl)C(=O)NCCCn1ccnc1 (centres undefined)	-3.2	0	0	5	nt	-3	-14	82	92	-6
21	Cc1ccc(-c2nnn(CC(=O)N(c3ccc(F)cc3)C(C(=O)NC3CCCC3)c3ccco3)n2)o1 (centres undefined)	-4.5	0	3	3	nt	16	-4	96	101	-1
22	O=C1Nc2ccccc2C1=Nc1ccc(-c2nnc3n2CCCCC3)cc1	-1.8	5	1	3	-70	4	-5	91	97	-5
23	Cc1nc(NCCO)c(C#N)c2c1COC(C)(C)C2	1.3	-1	1	11	-27	9	-34	99	98	-13
24	O=C(O)c1ccc(NC(=S)Nc2ccccc2)cc1	-3.6	-3	0	5	-2	3	17	85	93	37*
25	COCCNC(=O)CN1CCOc2ccccc21	-4.0	-1	0	23	1	6	-4	93	91	-3
26	CCN(CC)C(=O)c1ccc(NS(=O)(=O)c2ccccc2)cc1	-2.5	0	2	9	25	-16	-29	101	94	-5
27	CC(=O)Nc1ccccc1NC(=O)CC(C)(C)C	0.5	1	4	12	-1	7	-34	104	108	-10
28	CCOC(=O)c1ccc(Nc2nnc3nc(C)cc(C)n23)cc1	0.6	0	0	5	-12	-1	-18	96	89	-11
29	Cc1ccc(C)c(CS(=O)(=O)c2cn(CC(=O)N3CCC(C)CC3)c3ccccc23)c1	-1.5	-7	2	13	16	-3	-19	68	65	7
30	CCC(CC)C(=O)Nc1cccc(C(=O)Nc2ccc(S(=O)(=O)Nc3ccc(C)cc3)cc2)c1	-5.7	1	-3	7	14	-19	-56	27	22	4
31	CCCN1Cc2cccc(C(=O)NCc3ccc4c(c3)OCO4)c2C1=O	0.6	-2	0	10	-82	12	-38	106	111	-11
32	CCCCSC1(SCCCC)N=C(N)C2(C#N)C(c3ccccc3)NC(C)=CC12C#N (centres undefined)	-1.3	2	-2	16	5	17	-61	91	94	-5
33	O=C1CC(c2ccccc2)CC(O)=C1C=NCCN1CCNCC1 (centres undefined)	1.7	0	0	8	-62	3	-18	90	108	35*
34	O=C(NCc1ccc(F)cc1)C1CCC(=O)N1C1CCCCC1 (centres undefined)	-0.9	nt	1	7	nt	6	-35	99	111	-7
35	CCC(C)C(NC(=O)c1ccc(Cl)cc1)C(=O)O (centres undefined)	-2.6	-2	4	3	-47	17	-18	84	98	-5
36	CCn1cc(C(=O)OC(C)C(=O)Nc2c(C)n(C)n(-c3ccccc3)c2=O)c(=O)c2ccc(C)nc21 (centres undefined)	-1.2	0	5	3	-5	-7	-23	78	87	14
37	CC1(C)COC(c2coc3ccccc3c2=O)OC1	0.8	-6	3	5	34	3	-15	92	98	20
38	COc1ccc(C2CC(c3ccc(OC)cc3)n3nc(N)nc3N2)cc1 (centres undefined)	nt	0	1	nt	-1	10	nt	nt	nt	nt
39	CNS(=O)(=O)c1ccc(NC(=O)C(CCSC)NC(N)=O)cc1 (centres undefined)	-1.6	0	-1	18	nt	-11	-12	98	97	-11
40	Nc1c(C(=O)Nc2ccc(S(=O)(=O)N3CCCC3)cc2)sc2nc3cc4c(cc3cc12)CCC4	-6.1	-2	-1	2	nt	3	-25	5.8*	1.5*	5
41	COC(=O)c1cn(C(=O)c2cccs2)c2ccccc12	-0.5	-4	5	11	22	0	-19	99	90	-27
42	O=C(Nc1ccccc1)NC1CCN(CCCN2C(=O)c3ccccc3C2=O)CC1	-2.0	-1	2	3	nt	2	-20	104	101	-4
43	CC(C)C(NC(=O)c1ccc(S(=O)(=O)N2CCOCC2)cc1)c1nc2ccccc2[nH]1 (centres undefined)	-2.9	nt	1	8	-3	14	-40	104	98	-20
44	O=P(Cc1ccccc1)(c1ccccc1)c1ccccc1	-1.2	-3	4	7	nt	-2	-35	93	90	0
45	N#CC1=C(N)Oc2cc(N)ccc2C1c1ccc(F)cc1 (centres undefined)	-1.9	2	0	13	15	12	-12	72	64	-12
46	O=C(Cn1nnc(-c2ccccc2)n1)OCc1csc(-c2ccccc2)n1	0.3	0	2	11	12	-7	-22	99	115	-2
47	CCOC(=O)c1c(C)nc2c(c1C)c(=O)oc1ccccc12	1.4	nt	3	3	22	-1	-3	90	95	nt
48	CCCNC(=S)N1CCC(c2nc3cc(C)c(C)cc3[nH]2)CC1	-3.6	nt	-2	14	-13	-10	12	89	89	3
49	COc1ccc(/C=C(\NC(=O)c2cccs2)C(=O)N2CCOCC2)cc1OC	-1.0	1	1	24	nt	-5	-2	84	94	1
50	Cc1nn2c3c(cnc2c1-c1ccccc1)C(=O)CCC3	0.6	-1	-1	8	nt	15	-22	103	105	-15
51	COC(=O)c1ccc(/C=C/c2ccc3cccc(OC(C)=O)c3n2)cc1	1.8	5	11	2	nt	-3	22	16	15	-6
52	CCOC(=O)Cc1c(Sc2ccccc2)c2ccccc2n1C	-2.6	0	10	11	-17	-7	-22	79	83	-3
53	CC(CCc1ccccc1)NC(=O)COC(=O)C1=COCCO1 (centres undefined)	-0.8	-1	-4	3	-12	2	-24	95	99	0
54	Cc1ccc(NC(=O)COn2nnc3ccc(S(=O)(=O)N(C)C)cc32)cc1F	-4.5	nt	1	7	-5	2	-22	80	73	-2
55	CCOC(=O)c1c(NC(=O)CSc2nnc(-c3c[nH]c4ccccc34)n2CC)sc2c1CCCC2	-4.9	nt	2	10	6	6	-34	50	39	4
56	Cc1csc(Nc2ccccc2C(F)(F)F)n1	-1.1	nt	2	34	-9	5	-35	81	88	-29
57	Cc1ccc(C)c(S(=O)(=O)c2c(N)n(/N=C/c3ccco3)c3nc4ccccc4nc23)c1	-1.6	1	-1	3	3	4	-64	77	71	-17

High-throughput results deposited in PubChem by several laboratories.

Random draw from the library; overall some 6.1% were active at least once.
